HIF-2a block = HIF-2a reporter inhibitors, primary screen, luminescence, 786-0 RCC cells; 786-0 RCC cells HIF-2a reporter, luciferase luminescence, overnight; 0.72% of 360,000 active; inhibition, % at 18.8 µM;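 active = inhibition of the luminescence signal of 40% or more relative to plate controls, in a single-dose primary screen at 18.75 µM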
NR2E3 ag-1 = inhibitors of NR2E3-RetCOR corepressor binding, primary screen, NR2E3 agonist project, biochemical, TR-FRET, GST-NR2E3, biotin-RetCOR | Photoreceptor-specific nuclear receptor (Homo sapiens), Q9Y5X4 | 1536-well | inhibition of corepressor binding, % at 4.78 µM | 0.12% of 320,000 active | AID 2300, 2010;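 active = percent inhibition above the cutoff of mean plus 3 SD of all tested compounds, set per screening campaign, cut at about 20% in these data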;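 also: 0% = DMSO wells and 100% = biotin wells as full block of FRET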
Target sequence (Q9Y5X4 whole entry, looked up): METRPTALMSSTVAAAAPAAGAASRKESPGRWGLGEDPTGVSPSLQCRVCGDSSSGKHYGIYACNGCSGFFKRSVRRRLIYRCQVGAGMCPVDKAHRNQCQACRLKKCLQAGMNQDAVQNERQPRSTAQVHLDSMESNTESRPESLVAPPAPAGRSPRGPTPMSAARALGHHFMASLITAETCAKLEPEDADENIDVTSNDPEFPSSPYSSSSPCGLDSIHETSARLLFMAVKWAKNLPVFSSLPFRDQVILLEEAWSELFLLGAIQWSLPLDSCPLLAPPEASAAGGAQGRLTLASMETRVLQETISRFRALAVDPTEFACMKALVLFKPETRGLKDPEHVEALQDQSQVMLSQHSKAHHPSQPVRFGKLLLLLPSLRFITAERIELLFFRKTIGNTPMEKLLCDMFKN
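Material: NR2E3–RetCOR corepressor complex / Amount: 1.35 nM GST-NR2E3 / Medium: Tris pH 7.5 / Compound: single nominal compound dose of 4.8 µM / Incubation: 5 h at 4 °C / Technique: TR-FRET, Eu(K)-anti-GST donor, streptavidin-D2 acceptor, ex 340, em 617/671 nm / Read-out basis: percent loss of FRET ratio relative to control wells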
EBV LMP1 NFkB = EBV LMP1-driven NF-kappaB luciferase reporter inhibitors, primary screen, cell-based, luminescence, single point; 0.69% of 350,000 active; inhibition, % at 12.5 µM; LMP1-induced NF-kappaB luciferase reporter cells; AID 504558, 2011; in the data active = inhibition above about 41%;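 also: 0% = neutral control wells and 100% = reference inhibitor control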
MITF TRPM1 inh = inhibitors of MITF-dependent TRPM1 promoter reporter, primary screen, cell-based, SK-MEL-5, single point, luciferase. 0.83% of 330,000 active. AID 488899, 2010. SK-MEL-5 TRPM1 promoter luciferase, 24 h. inhibition, % at 12.5 µM;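 active = mean inhibition across replicates of 60% or more, whatever share of single replicates reaches that level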; also: values of inactives mirror those of a sister screen read the other way
C8 TRAIL sens = viability loss with TRAIL in NB7+C8 cells, primary screen, TRAIL sensitizer project, cell-based, ATPlite luminescence; 1% of 360,000 active; inhibition (viability loss, TRAIL sensitization), % at 10 µM;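 active = compounds causing at least 50% loss of cell viability in the single-dose screen, relative to plate controls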
Peg3 prom inh = Peg3 promoter-driven luciferase inhibitors, primary screen, cell-based, HeLa, luciferase luminescence | AID 588405, 2011 | HeLa PEG-Prom luciferase reporter, overnight | 1.7% of 360,000 active | inhibition, % at 20 µM;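 active = inhibition of at least 50% at 20 µM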
NR2E3 ag-2 = NR2E3 agonists in two-hybrid cells, primary screen, cell-based, luminescence, CHO-S, Gal4-NCOR/VP16-NR2E3; Photoreceptor-specific nuclear receptor (Homo sapiens), Q9Y5X4; luciferase; inhibition of corepressor binding, % at 3.98 µM; 0.35% of 360,000 active; AID 602229, 2012;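 active = inhibition above the mean of all tested compounds plus 3 SD, cut at about 70% in these data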;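 also: 0% = DMSO with NR2E3 transfected cells and 100% = cells lacking NR2E3 construct; higher means lower luciferase signal from less NR2E3 corepressor binding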
iPSC survival up = enhancers of single-cell hiPSC survival, primary screen, ATPlite luminescence; 100% = ROCK inhibitor wells, 0% = DMSO; survival enhancement, % at 20 µM; 0.044% of 360,000 active; AID 602274, 2012; in the data active = survival enhancement above about 18%;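 also: cells exposed to compounds for 16 hours before the ATP read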
KKLEB tox = cytotoxicity in KKLEB CF airway cells, primary screen, cytotoxicity control for CF NF-kB inhibitor project, cell-based, uHTS, fluorescence assay plates | KKLEB CF airway cells viability, ATPlite luminescence, overnight; stronger effect = lower value; cells stimulated with P. aeruginosa culture filtrate | activity change (cytotoxicity), % at 5 µM | 0.36% of 360,000 active;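 active = corrected activity change at or below -50% at 5 µM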
CF NFkB inh = inhibitors of PAF-induced NF-kB signaling, primary screen, cell-based, GFP fluorescence, uHTS | KKLEB NF-kB-GFP reporter, GFP fluorescence overnight | inhibition, % at 5 µM | 0.86% of 360,000 active | AID 588850, 2011;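 active = at least 50% inhibition at 5 µM, scaled per plate between neutral and stimulator controls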;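 also: PAF is a Pseudomonas aeruginosa culture filtrate used as stimulus; plate controls were PAF-stimulated DMSO wells for no effect and unstimulated DMSO wells for full effect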
Shn3 3UTR inh = reduction of Shn3 3'UTR firefly luciferase signal, primary screen, Schnurri-3 inhibitor project, cell-based, Clone20 osteoblasts, set 2. Clone20 osteoblast Shn3 3'UTR firefly luciferase, 24 h. inhibition, % at 12.5 µM. 0.52% of 360,000 active;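 active = mean inhibition of at least 75% with every replicate also reaching 75%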;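 also: 0% = median of neutral control wells and 100% = pilot-screen positive control compound; some compounds past the cut are filed as inactive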
Active calls of the source: *; . = no result given. An excerpt; the hit share may differ from the screen's.

SMILES	HIF-2a block	NR2E3 ag-1	EBV LMP1 NFkB	MITF TRPM1 inh	C8 TRAIL sens	Peg3 prom inh	NR2E3 ag-2	iPSC survival up	KKLEB tox	CF NFkB inh	Shn3 3UTR inh
Cn1c(N)c(C(=O)COC(=O)c2ccccn2)c(=O)n(C)c1=O	1	-1	0	-9	-1	-3	-19	0.0	0	-6	-4
CC(C)Cc1ccc(C(=O)Nc2ccc(Cc3ccncc3)cc2)o1	-36	.	-3	7	5	-10	35	-0.1	-4	24	3
CC(C)C(=O)c1cn(CC(=O)O)c2ccccc12	7	4	-4	20	15	-51	-7	0.3	-2	25	-30
O=C(CN1CCN(Cc2cccc(Cl)c2)C1=O)NCc1cccs1	12	-3	-12	8	-3	11	-12	0.3	4	-7	.
Cc1ccccc1NC(=O)CSc1nnc(-c2ccccn2)o1	-63	-1	-9	-35	3	-51	-49	0.2	2	15	-1
Clc1ccc(-c2csc3ncnc(Cl)c23)cc1	-35	2	9	10	13	4	-4	-0.4	-14	25	0
CC(=O)N1CCN(c2nc3cc4c(cc3nc2NS(=O)(=O)c2ccccc2)OCCO4)CC1	3	1	-7	0	3	-1	5	-0.7	5	4	-12
FC(F)(F)c1nnc2ccc(N3CCCC3)nn12	-11	-2	12	-4	15	5	-9	0.1	-1	10	-3
Cc1ccccc1NC(=O)C1CC(=O)n2ncnc2N1 (stereo unspecified)	13	5	-4	-5	6	6	1	-0.4	-11	7	11
COc1ccccc1C(=O)N1CCN(C(=O)[C@H]2O[C@@H](n3ccc(N)nc3=O)[C@H](O)[C@@H]2O)CC1	11	.	.	.	10	12	11	0.9	-3	-1	-6
Cc1c(OCC(=O)NCc2ccncc2)ccc2c3c(c(=O)oc12)CCC3	-15	-2	1	-12	4	19	-10	-0.6	-1	-20	-19
CCOC(=O)N1CCC(NC(=O)CC2C(=O)NCCN2Cc2ccc(C)cc2)CC1 (stereo unspecified)	-1	-1	6	7	8	2	7	0.0	14	9	15
CCOC(=O)CSc1ccc2nnc(-c3ccncc3)n2n1	18	5	0	.	0	10	-16	-0.4	14	-18	-2
O=C(O)c1cc(-c2ccccc2)n(-c2ccc(Cl)cc2Cl)n1	21	0	-1	0	7	7	9	0.9	-5	-1	-6
Cc1ccc(OC2=NS(=O)(=O)c3ccccc32)cc1	5	-1	7	-4	-3	-14	-4	-2.4	6	-12	-13
COc1cc(C)c(C(=O)Oc2cc(C)c(C(=O)O)c(O)c2)c(O)c1	-61	4	2	-1	-1	-32	-90	-0.2	11	8	9
C=CCC1(C(=O)NCCO)CCN(C(=O)OC(C)(C)C)CC1	8	0	-2	8	-19	-1	2	0.4	13	-4	-6
CCC(C)N(CCNC(=O)CC1Oc2ccccc2NC1=O)C1CCCCC1 (stereo unspecified)	1	2	0	0	-9	-10	0	-2.0	0	-2	-2
Cc1nonc1NC(=O)CSc1nc2ccccc2o1	6	3	-9	-3	-11	1	-29	-0.7	-4	-4	-21
CCc1ccccc1NC(=O)CC(=O)Nc1ccccc1CC	8	-3	0	11	-21	5	-9	-0.1	5	20	-6

Three entries drawn at random from those above:
SMILES	HIF-2a block	NR2E3 ag-1	EBV LMP1 NFkB	MITF TRPM1 inh	C8 TRAIL sens	Peg3 prom inh	NR2E3 ag-2	iPSC survival up	KKLEB tox	CF NFkB inh	Shn3 3UTR inh
CC(C)Cc1ccc(C(=O)Nc2ccc(Cc3ccncc3)cc2)o1	-36	.	-3	7	5	-10	35	-0.1	-4	24	3
Cn1c(N)c(C(=O)COC(=O)c2ccccn2)c(=O)n(C)c1=O	1	-1	0	-9	-1	-3	-19	0.0	0	-6	-4
CC(=O)N1CCN(c2nc3cc4c(cc3nc2NS(=O)(=O)c2ccccc2)OCCO4)CC1	3	1	-7	0	3	-1	5	-0.7	5	4	-12

Some of the entries above in a different format.
Values run as follows: HIF-2a block, NR2E3 ag-1, EBV LMP1 NFkB, MITF TRPM1 inh, C8 TRAIL sens, Peg3 prom inh, NR2E3 ag-2, iPSC survival up, KKLEB tox, CF NFkB inh, Shn3 3UTR inh
COc1ccccc1C(=O)N1CCN(C(=O)[C@H]2O[C@@H](n3ccc(N)nc3=O)[C@H](O)[C@@H]2O)CC1
  11, ., ., ., 10, 12, 11, 0.9, -3, -1, -6
Cc1c(OCC(=O)NCc2ccncc2)ccc2c3c(c(=O)oc12)CCC3
  -15, -2, 1, -12, 4, 19, -10, -0.6, -1, -20, -19
CCOC(=O)N1CCC(NC(=O)CC2C(=O)NCCN2Cc2ccc(C)cc2)CC1 (stereo unspecified)
  -1, -1, 6, 7, 8, 2, 7, 0.0, 14, 9, 15
CCOC(=O)CSc1ccc2nnc(-c3ccncc3)n2n1
  18, 5, 0, ., 0, 10, -16, -0.4, 14, -18, -2
O=C(O)c1cc(-c2ccccc2)n(-c2ccc(Cl)cc2Cl)n1
  21, 0, -1, 0, 7, 7, 9, 0.9, -5, -1, -6
Cc1ccc(OC2=NS(=O)(=O)c3ccccc32)cc1
  5, -1, 7, -4, -3, -14, -4, -2.4, 6, -12, -13
COc1cc(C)c(C(=O)Oc2cc(C)c(C(=O)O)c(O)c2)c(O)c1
  -61, 4, 2, -1, -1, -32, -90, -0.2, 11, 8, 9
C=CCC1(C(=O)NCCO)CCN(C(=O)OC(C)(C)C)CC1
  8, 0, -2, 8, -19, -1, 2, 0.4, 13, -4, -6
CCC(C)N(CCNC(=O)CC1Oc2ccccc2NC1=O)C1CCCCC1 (stereo unspecified)
  1, 2, 0, 0, -9, -10, 0, -2.0, 0, -2, -2
Cc1nonc1NC(=O)CSc1nc2ccccc2o1
  6, 3, -9, -3, -11, 1, -29, -0.7, -4, -4, -21
CCc1ccccc1NC(=O)CC(=O)Nc1ccccc1CC
  8, -3, 0, 11, -21, 5, -9, -0.1, 5, 20, -6

Next section
SMILES	HIF-2a block	NR2E3 ag-1	EBV LMP1 NFkB	MITF TRPM1 inh	C8 TRAIL sens	Peg3 prom inh	NR2E3 ag-2	iPSC survival up	KKLEB tox	CF NFkB inh	Shn3 3UTR inh
O=C(NCc1ccco1)C1CCCN(c2ncnc3c2nc2n3CCCCC2)C1 (stereo unspecified)	15	-1	2	1	21	10	-16	0.4	-8	-11	-10
Cc1ccc(F)cc1NC(=O)c1cccc2nccnc12	-49	-3	-17	13	15	9	5	0.2	17	-36	-29
COCCNC(=S)N/N=C1\CC(C)CC(C)(C)C1 (stereo unspecified)	2	-1	-3	2	-11	-10	-2	0.8	-14	-18	3
O=C(NN(c1ccccc1)c1ccccc1)c1ccccc1F	-3	-2	4	-2	6	-17	8	-0.2	6	-9	10
COc1ccc(-c2csc3ncn(-c4ccccc4OC)c(=O)c23)cc1OC	28	4	-12	-3	-17	27	27	0.6	-4	-50	13
Clc1ccc(-c2noc(/C=C/c3ccccc3)n2)cc1	-170	-1	-6	-44	-9	-273	-19	-0.5	5	7	-27
Cn1nc(C(=O)NCc2ccco2)c2ccccc2c1=O	13	-2	-2	6	3	13	29	-0.1	-7	12	-10
CCn1cc(C(=O)NCCN(CC(C)C)CC(C)C)c(=O)c2cc(S(=O)(=O)N3CCOCC3)ccc21	9	6	-3	6	5	21	-26	1.3	3	-8	-8
O=C(CSc1ncn[nH]1)NN(c1ccccc1)c1ccccc1	13	-1	-5	-5	-16	-5	-46	2.0	15	-9	22
Cc1cc(C(=O)Nc2ccc3[nH]ccc3c2)no1	-241	3	-8	-68	40	-232	-93	-0.4	0	33	-70
CCOc1ccc(C(C)=O)cc1COC(=O)CNC(=O)C12CC3CC(CC(C3)C1)C2	12	.	19	0	8	-2	-18	2.4	-14	-16	7
Cc1ccc(CC(=O)Nc2nccs2)cc1C	-55	0	-7	-11	0	-20	-25	0.1	9	13	-34
C/C(=C\C(=O)c1ccc(Cl)cc1)Nc1ccc(Br)cc1	-172	1	-22	-13	6	-208	-9	0.4	0	14	27
COc1cc(CO)cc(Br)c1OCc1cccnc1	-14	0	-5	19	-16	4	-3	2.3	-3	-3	-8
Cc1ccc(O)c(C2=NOC(O)(C(F)(F)F)C2)c1 (stereo unspecified)	15	-1	-2	-2	1	5	-15	8.8	3	4	-19
O=C(CCNC(=O)c1ccc(Br)cc1)Nc1cccc(S(=O)(=O)N2CCCCC2)c1	4	0	5	2	6	3	-19	-0.1	16	-9	-45
CCc1ccc(C(O)c2ncc(-c3ccccc3C)[nH]2)cc1 (stereo unspecified)	-64	.	.	.	-4	-43	16	-1.1	-13	25	1
CC(=O)Cn1cnc2c(cnn2-c2ccc(C)c(C)c2)c1=O	-251	4	-27	-80	19	-242	-79	-0.6	0	3	-38
Cc1cc(C)nc(NC(=O)c2cnc3sccn3c2=O)n1	11	6	0	.	3	1	-4	1.0	-1	-28	1
O=C(c1ccco1)N1CCc2ccccc21	-221	-1	-22	-63	-1	-206	-78	-1.6	-13	-16	-44
C=CCSC1=NC(=O)/C(=C/c2cccs2)S1	-31	-2	-22	4	-17	53*	-56	-1.1	-25	1	-4
O=C(NN1C(=O)C2C3c4ccccc4C(c4ccccc43)C2C1=O)c1ccc(Cl)cc1 (stereo unspecified)	23	2	-2	-2	0	-2	-38	0.2	1	10	-10
CS(=O)(=O)c1cccc(S(=O)(=O)N2CCCCCC2)c1	-6	1	2	-3	0	-7	2	-0.5	-6	7	-10

Assay outcomes from PubChem.
